AT treatment: candidate therapy for ataxia-telangiectasia | 0.19% of 320,000 active | Potency, µM (highest dose often 57.5 µM), for inactives: at the highest dose activation, most hits filed as activators | […] A-T fibroblasts, KAP-1 phosphorylation AlphaLISA; neocarzinostatin DNA damage 30 min before lysis; also: potency is read from the fitted curve at half-maximal effect; % of control where 0% means no effect; nearly all actives have a fitted effect of over 45% in size
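ATM-like activity read as KAP-1 phosphorylation via AlphaLISA donor/acceptor antibody pairs after lysis and 6 hr at 25C. Cells were ATM-null patient fibroblasts ([…], hTERT), dosed 60 min, then exposed to the DSB inducer NCS for 30 min.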
TRPV1 agonist: human TRPV1 agonism; TRPV1-expressing cells, Fluo-8 calcium influx, agonist mode; activation, % at 8.33 µM; 0.19% of 320,000 active; in the data active = activation above about 80%; inconclusive = between about 30% and that limit; also: 0% is about no effect
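TRPV1-expressing cells were cultured overnight at 35.5C and loaded with Fluo-8 calcium dye for 40 to 90 min at room temperature. After a 10 s baseline, compound was added and calcium influx was read kinetically for 3 min (ex 480/em 520 nm).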
a7 integrin act: activates integrin-mediated alleviation for muscular dystrophy | alpha7betagal myoblasts, beta-gal FDG fluorescence, 48 h | Potency, µM (highest dose often 38.3 µM), inactives show at the highest dose activation, most hits filed as activators | 0.064% of 350,000 active | AID 624291;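 also: potency is read from the fitted curve at half-maximal effect; 100% = response of the positive control SU9516; nearly all actives have a fitted effect of over 60% in size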
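alpha7betagal+/- myoblasts (passage 13, 250/well) treated 48 h at 37C with compounds at 1:260 dilution of DMSO stock. Lysed, then beta-galactosidase activity read as FDG fluorescence (ex 480/em 540) after 30 min, with pre-read for autofluorescence.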
ELG1 repair inh: blocks ELG1-dependent DNA repair in HEK293T cells | HEK293T ELG1-luciferase reporter, luminescence, 16 h; DNA damage induced by 5-fluorouridine | Potency, µM (doses to about 46.1 µM), for the others: at the highest dose activity change, negative = inhibition, hits mostly inhibitors | 2.3% of 330,000 active | AID 504467; also: potency is read from the fitted curve at half-maximal effect; % is scaled to controls: 0 for no effect and ±100 for the full control effect; nearly all actives have a fitted effect of over 55% in size
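Cells (2,000 per well) received 5-fluorouridine plus test compound or DMSO and were incubated 16 hr at 37 °C, 5% CO2. Luciferase activity was read by luminescence 30 min after ONE-Glo addition; signal suppression marked inhibition of damage-induced ELG1 function.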
PTAP TSG101 blk: blocks PTAP/TSG101 interaction to inhibit HIV-1 budding | 340,000 tested, under 10 active | AID 493005 | Potency, µM (top dose mostly 115 µM), inactives show at the top dose activity change, negative = inhibition, most hits filed as inhibitors | Fluorescence polarization, FITC-PTAP peptide / Tsg101 binding | Q99816; active = well fitted inhibition curve with a large enough effect in the main read-out, with a control signal flat, not every such curve was filed as active; inconclusive = small, poorly fitted or top-dose-only effect, or effect the other way, or a change in a side signal; inactive = no such curve, though single readings can be large or run the other way; also: potency is read from the fitted curve at half-maximal effect; % of control where 0% means no effect
Target sequence (Q99816 whole entry, looked up): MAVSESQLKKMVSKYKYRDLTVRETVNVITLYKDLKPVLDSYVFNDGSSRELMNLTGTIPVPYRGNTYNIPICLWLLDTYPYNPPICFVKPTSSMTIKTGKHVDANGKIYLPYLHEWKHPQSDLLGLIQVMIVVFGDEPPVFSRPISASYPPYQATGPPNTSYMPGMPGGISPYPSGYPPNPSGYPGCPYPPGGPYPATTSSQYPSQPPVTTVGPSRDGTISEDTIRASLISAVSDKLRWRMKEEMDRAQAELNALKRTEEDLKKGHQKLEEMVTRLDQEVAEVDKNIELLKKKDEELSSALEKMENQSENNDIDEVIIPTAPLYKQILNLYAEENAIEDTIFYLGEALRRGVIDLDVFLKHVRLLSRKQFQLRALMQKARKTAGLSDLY
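FP read-out: FITC-PTAP peptide, 50 nM final, binding Tsg101 binding domain, 10 uM final; 20 min, r.t.; 10 mM HEPES pH 7.5, 0.15 M NaCl, 0.01% Tween 20, 3 mM EDTA, 0.1 mM TCEP.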
BRCA1 expr up: activators of BRCA1 expression; MCF7-BRCA1-FFLuc reporter, luminescence, 48 h; response scale: scaled: vehicle 0%, 10 µM genistein 100%; Potency, µM (highest dose often 46.1 µM), inactives show top-dose activation, hits mostly activators; 1.1% of 380,000 active; also: potency is read from the fitted curve at half-maximal effect; nearly all actives have a fitted effect of over 80% in size; some results filed as inactive show a strong effect at the top dose
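Compounds are tested at multiple concentrations on MCF7 BRCA1-luciferase reporter cells seeded at 2000 per well; after 48 h, a single luminescence end-point is taken and curves fitted to the normalized data.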
p53 reactivation: mutant p53 re-activation in reporter cells; H1299 p53-A138V BP100-luciferase reporter, luminescence, 24 h; 0.063% of 320,000 active; AID 504706; Potency, µM (doses to about 92.2 µM), without a hit: at the highest dose activity change, positive = activation, actives largely listed as activators; also: potency is read from the fitted curve at half-maximal effect; % of control where 0% means no effect; nearly all actives have a fitted effect of over 45% in size
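H1299 (p53-null), stable ts p53-A138V + BP100-Luc; 1000 cells/well, Opti-MEM/10% FBS; cpd 4 pt, 1:5; 24 h, 37 deg C, 5% CO2; detection reagent 10 min RT; luminescence.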
CXXC DNA block: MLL CXXC-DNA interaction inhibition. Potency, µM (titrated, usually from 115 µM), without a hit: at the highest dose activity change, negative = inhibition, usual class: inhibitors. AID 2662. 0.037% of 290,000 active. MLL-CXXC / FITC-HOXA9 DNA fluorescence polarization. Q03164; active = well fitted inhibition curve with a large enough effect in the polarisation, with a control signal flat, not every such curve was filed as active; inconclusive = small, poorly fitted or top-dose-only effect, or effect the other way, or a change in a side signal; inactive = no such curve, though single readings can be large or run the other way; the % refers to the polarisation; also: potency is read from the fitted curve at half-maximal effect
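Fluorescence polarization: 7 uM MLL-CXXC (stock) preincubated 5 min with compounds, then 50 nM fluorescein-HOX-A9 DNA (stock) added; 30 min ambient. Buffer 50 mM Tris-HCl pH 7.5, 50 mM NaCl, 1 mM DTT, 0.05% BSA.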
TCR act: activates T cell receptor signaling; AID 504894; Potency, µM (titrated, usually from 9.22 µM), for the others: at the top dose activation of IL-2 secretion, actives largely listed as activators; primary human leukocytes, anti-CD3, IL-2 HTRF, 48 h; 330,000 tested, under 10 active; also: % of control where 0% means no effect
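Primary human leukocytes receive a-CD3 beads and test compound and are incubated 48 hr. Secreted IL-2 is then assayed by HTRF, measuring 665nm acceptor emission after 320nm excitation of the europium donor.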
B2AR arrestin: recruits beta-arrestin to the human beta2-adrenergic receptor; Potency, µM (highest dose often 46.1 µM), inactives show top-dose activation, usual class: activators; beta-arrestin recruitment to beta2AR, cell-based reporter; 0.02% of 330,000 active;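 also: potency is read from the fitted curve at half-maximal effect; 0% = DMSO controls and full agonism = EC100 isoproterenol or metaproterenol; nearly all actives have a fitted effect of over 65% in size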
Target sequence (P07550 whole entry, looked up): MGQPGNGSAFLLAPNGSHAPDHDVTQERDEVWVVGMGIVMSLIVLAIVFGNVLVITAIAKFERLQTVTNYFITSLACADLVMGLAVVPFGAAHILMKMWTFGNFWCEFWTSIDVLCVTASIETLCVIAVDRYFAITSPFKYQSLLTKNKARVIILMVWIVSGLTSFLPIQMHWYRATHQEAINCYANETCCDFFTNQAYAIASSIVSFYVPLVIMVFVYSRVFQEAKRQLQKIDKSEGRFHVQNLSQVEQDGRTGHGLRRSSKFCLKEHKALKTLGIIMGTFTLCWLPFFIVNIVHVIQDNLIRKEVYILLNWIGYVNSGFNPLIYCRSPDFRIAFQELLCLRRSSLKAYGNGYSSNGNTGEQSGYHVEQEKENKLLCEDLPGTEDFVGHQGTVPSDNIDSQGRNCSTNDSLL
* hit, by the source's call; ? = inconclusive; . = no result given; [ ] = dose if it differs, or a comment. Unless noted, calls follow the shape of the dose curve; as a rule, active = well fitted curve in the direction sought with a large enough effect; inconclusive = small, poorly fitted or top-dose-only effect, or another doubt; inactive = no such curve, though single readings can be large; an effect the other way counts as inactive or inconclusive. This is a random part of the collection; 3.8% or so of the library scored in one or more.

Preview (8 entries):
SMILES	AT treatment	TRPV1 agonist	a7 integrin act	ELG1 repair inh	PTAP TSG101 blk	BRCA1 expr up	p53 reactivation	CXXC DNA block	TCR act	B2AR arrestin
CCOc1ccccc1N1CC(C(=O)NCCOc2ccccc2OC)CC1=O (stereo not given)	11%	3	18%	0%	0%	-11%	13%	14%	-4%	-0.4%
c1cnc2c(c1)ncc1cscc12	0%	-8	6%	?	-1%	61%	-11%	6%	0%[46.1 µM]	-0.4%
COc1cc(C(=O)COC(=O)C2CCCCC2)cc(OC)c1OC	8%	.	5%	-2%	-3%	1%	1%	.	-7%[46.1 µM]	0.3%
CCOC(=O)N1C/C(=C\c2ccccc2)C(=O)/C(=C/c2ccccc2)C1	35%	?	10%	?	-2%	-6%	?	-23%	2%	?
CC1(C)NC(=O)N(CC(O)COC2CCCCC2)C1=O (stereo not given)	3%	19	5%	4%	-1%	-4%	-4%	-2%	5%	0.5%
CC(C)n1nc(C(=O)OCC(=O)c2c[nH]c3ccccc23)c2ccccc2c1=O	.	?	3%	?	-5%	-48%	-8%	23%	-4%	6.8%
CN(C/C(O)=C(\C#N)c1ccccc1)C1CCCCC1	-6%	1	-33%	0%	-5%	-17%	-2%	-1%	1%	0.2%
CC(C)(O)CNC(=O)Nc1ccc(Cl)c(Cl)c1	0%	15	8%	0%	-9%	20%	-3%	-1%	-4%	3.8%

Results, from the start:
SMILES	AT treatment	TRPV1 agonist	a7 integrin act	ELG1 repair inh	PTAP TSG101 blk	BRCA1 expr up	p53 reactivation	CXXC DNA block	TCR act	B2AR arrestin
CCOc1ccccc1N1CC(C(=O)NCCOc2ccccc2OC)CC1=O (stereo not given)	11%	3	18%	0%	0%	-11%	13%	14%	-4%	-0.4%
c1cnc2c(c1)ncc1cscc12	0%	-8	6%	?	-1%	61%	-11%	6%	0%[46.1 µM]	-0.4%
COc1cc(C(=O)COC(=O)C2CCCCC2)cc(OC)c1OC	8%	.	5%	-2%	-3%	1%	1%	.	-7%[46.1 µM]	0.3%
CCOC(=O)N1C/C(=C\c2ccccc2)C(=O)/C(=C/c2ccccc2)C1	35%	?	10%	?	-2%	-6%	?	-23%	2%	?
CC1(C)NC(=O)N(CC(O)COC2CCCCC2)C1=O (stereo not given)	3%	19	5%	4%	-1%	-4%	-4%	-2%	5%	0.5%
CC(C)n1nc(C(=O)OCC(=O)c2c[nH]c3ccccc23)c2ccccc2c1=O	.	?	3%	?	-5%	-48%	-8%	23%	-4%	6.8%
CN(C/C(O)=C(\C#N)c1ccccc1)C1CCCCC1	-6%	1	-33%	0%	-5%	-17%	-2%	-1%	1%	0.2%
CC(C)(O)CNC(=O)Nc1ccc(Cl)c(Cl)c1	0%	15	8%	0%	-9%	20%	-3%	-1%	-4%	3.8%
Cc1ccc(S(=O)(=O)N/N=C/C(C)(C)CO)cc1	-3%	25	3%	16%	-2%	9%	-9%	0%	-3%	-0.6%
COC(=O)CCC(=O)NN1C(=O)c2ccccc2C1=O	3%[11.5 µM]	0	9%	4%	3%	-11%	-2%	-8%	-4%	0.1%
COc1ccc([C@H]2CC(=O)C=C(/C=C/c3ccc(Cl)cc3)C2)cc1	8%	6	17%	?	-1%	34%	?	.	-12%	0.1%
COc1cccc(OCCNS(=O)(=O)c2ccccc2[N+](=O)[O-])c1	14%	.	-38%[inhibitor]	0%	-4%	3%	0%	.	-3%	-0.2%
Cc1ccccc1-c1cc(C(=O)n2cccn2)c2cc(Cl)ccc2n1	-2%	-7	13%	23%	-1%	-19%	0%	4%	1%	-0.1%
O=C(O)c1cscn1	-1%	3	9%	27%	-4%	11%	0%	1%	0%	-0.8%
COc1cc(CCC(=O)NCCc2ccc(F)cc2)cc(OC)c1OC	.	.	20%	.	0%	4%	.	.	-2%	.
COc1ccnc(Oc2ccc(C)cc2)c1C#N	0%	29	-11%	?	-2%	33%	17%	-1%	-4%	-0.7%
O=C(CSc1nnnn1-c1ccc2c(c1)OCCO2)Nc1nc2c(s1)CCCC2	9%	1	-32%	21µM*	-3%	-41%	11%	-4%	0%	0.0%
Cn1c(=O)c2c(nc(SCCN3CCOCC3)n2Cc2ccccc2)n(C)c1=O	.	3	?	-14%	-11%	-7%	-4%	4%	-1%[46.1 µM]	-0.8%
O=C(COc1ccccc1)NCCn1ccc2ccccc21	-8%	-1	2%	?	-10%	32%	5%	4%	0%[46.1 µM]	-0.5%
COc1ccc2c(c1)OC[C@H]1[C@H]2N2C(=O)c3ccccc3NC(=O)[C@@]2(C)[C@H]1c1ccccc1	3%	.	-11%	-16%	-2%	-78%	-7%	.	4%	5.5%
O=C(NC(=O)N1CCCCC1)c1ccccc1	1%	-1	-22%	-13%	2%	-11%	9%	6%	0%	-0.2%
NC(=O)CC(NC(=O)Cc1cccc2ccccc12)c1ccc(NCc2ccc(F)c(F)c2)c([N+](=O)[O-])c1 (stereo not given)	27%	1	-8%	13%	-3%	-20%	-7%	-23%	0%	0.0%
Cc1cc(C)cc(C(=O)N(C)C2CCCN(Cc3ccccc3F)C2)c1 (stereo not given)	2%	23	-15%	-7%	2%	-27%	.	10%	4%	-0.3%
O=C(CCc1nc(-c2ccc(Cl)cc2)no1)NCc1ccccc1CN1CCOCC1	7%	7	-13%	?	-5%	-12%	-3%	.	0%	-0.1%

Two of these compounds in another layout.
Structure,AT treatment,TRPV1 agonist,a7 integrin act,ELG1 repair inh,PTAP TSG101 blk,BRCA1 expr up,p53 reactivation,CXXC DNA block,TCR act,B2AR arrestin
O=C(CSc1nnnn1-c1ccc2c(c1)OCCO2)Nc1nc2c(s1)CCCC2,9%,1,-32%,21µM*,-3%,-41%,11%,-4%,0%,0.0%
Cn1c(=O)c2c(nc(SCCN3CCOCC3)n2Cc2ccccc2)n(C)c1=O,.,3,?,-14%,-11%,-7%,-4%,4%,-1%[46.1 µM],-0.8%

More compounds follow.
SMILES	AT treatment	TRPV1 agonist	a7 integrin act	ELG1 repair inh	PTAP TSG101 blk	BRCA1 expr up	p53 reactivation	CXXC DNA block	TCR act	B2AR arrestin
COC(=O)c1cc(C(=O)OC)n(Cc2ccc(C)cc2)c1C	4%	4	11%	0%	-4%	-6%	5%	1%	2%	-0.4%
Cc1nc2cc(-c3ccccc3)ccc2o1	19%	0	-8%	?	-1%	21%	?	-5%	-6%	-0.7%
CCOC(=O)C1CCCN(C(=S)NC2CCCCC2)C1 (stereo not given)	13%	9	-12%	10%	-3%	-12%	0%	-14%	-8%	0.1%
CCc1nc(SCC(=O)c2cc(C)ccc2C)n[nH]1	-3%	-1	0%	0%	-2%	-6%	9%	-1%	-1%	0.2%
COc1cc(OC)cc(-c2cc(N3C(=O)Nc4ccccc4N3O)n[nH]2)c1	4%	-2	19%	-7%	-3%	-2%	-10%	-7%	7%[46.1 µM]	-0.5%
O=C(CCc1ccccc1)Nc1ncc([N+](=O)[O-])s1	3%	4	2%	?	0%	57%	?	-4%	1%	-0.2%
CC(C)=C[C@H]1C[C@H](C)[C@H]2CC[C@H](C)c3c(O[C@@H]4OC[C@@H](O)[C@H](O)C4O)c(O)c(C)c1c32 (stereo not given in full)	3%	.	-19%	17%	-6%	-2%	13%	.	1%	0.2%
Cc1ccccc1-n1c(C)nnc1SC(C)C(=O)NCC1CCCO1 (stereo not given)	0%	1	-2%	18%	0%	-16%	-3%	.	1%	0.0%
Cc1ccc(NC(=S)N2CCN(c3nccc(C(F)(F)F)n3)CC2)c(C)c1	5%	0	7%	6%	1%	-5%	-1%	-26%	-2%	-0.4%
CC(=O)N(CCOc1ccccc1)CCOc1ccccc1	.	.	-19%	.	-1%	87%	.	.	3%	.
COc1ccccc1C1=Nn2c(COc3ccccc3)nnc2SC1	-3%	?	.	-15%	.	.	-5%	2%	.	0.3%
O=C(CO/N=C/c1ccccc1Cl)N1CCCc2ccccc21	0%	16	-26%	-11%	0%	-24%	-11%	11%	-4%[46.1 µM]	-0.8%
Cc1ccc(S(=O)(=O)N2CCN(C(=O)Cn3c(=O)cnc4ccccc43)CC2)c(C)c1	-2%	.	-11%	?	-2%	-17%	-7%	.	-2%	0.0%
CC(=O)Nc1ccc(NS(=O)(=O)c2ccc(C)cc2)c([N+](=O)[O-])c1	-1%	-6	-6%	-16%	0%	16%	4%	27%	-3%	0.4%
CC(C)CC(NC(=O)CC12CC3CC(CC(C3)C1)C2)C(=O)NC1=NCCS1 (stereo not given)	-11%	15	-12%	-3%	-2%	25%	0%	-5%	-2%	-0.9%
COC(=O)c1c(C)oc2ccc(N(C(=O)c3ccncc3)S(=O)(=O)c3ccc4ccccc4c3)cc12	-9%	-14	-44%	-27%	1%	-67%	27%	-4%	4%[46.1 µM]	-0.2%
Cc1ccc(NC(=O)C(=O)NCc2ccc(/C=C(/C#N)C(=O)NCc3cccnc3)o2)cc1	6%	-3	-23%	12%	.	-26%	-2%	9%	.	-0.2%
O=C(CNS(=O)(=O)c1ccc(F)c(Cl)c1)NCCc1ccccc1	9%	8	-5%	?	-1%	0%	.	1%	4%	-0.2%

Source: PubChem
